CHOP UPR activ: activators of apoptotic arm of unfolded protein response (CHOP) | CHO-CHOP luciferase reporter, UPR activation, luminescence; percent of tunicamycin response over DMSO baseline | activation, % at 10 µM | 330,000 compounds, 0.34% hits;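 active = at 10 µM dose, activation of 40% or more, normalized to positive control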;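 also: 100% = tunicamycin at 10 µg/mL and 0% = DMSO alone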
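System: CHO-CHOP luciferase reporter cell line; amount: 500 cells/well; buffer or medium: F12 medium containing 10% fetal bovine serum; incubation: 6 h compound exposure at 37 °C after overnight seeding; measured by: luciferase luminescence after 10 min with Steady-Glo reagent; evaluation: % reporter activation, DMSO baseline versus tunicamycin full activation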
CXCR6 inh: inhibitors of human CXCR6 receptor. inhibition, % at 20 µM. AID 602244. O00574. CHO-K1 PathHunter CXCR6 beta-arrestin, luminescence. 360,000 compounds, 0.36% hits; in the data active = inhibition above about 34%, passing the limit was not always enough;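 also: antagonist mode with CXCL16 agonist at 10 nM final; 0% = 10 nM CXCL16 with DMSO and 100% = unstimulated wells without agonist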
UPR XBP1 act: adaptive UPR (XBP1) activation. CHO-XBP1 luciferase reporter, IRE1-XBP1 UPR activation, luminescence; percent of tunicamycin response, DMSO as zero. activation, % at 20 µM. 330,000 compounds, 0.33% hits. AID 463104;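 active = versus positive control, 20 µM dose yields 30% or more activation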;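 also: 100% = tunicamycin at 10 µg/mL and 0% = DMSO only wells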
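Test system: CHO-XBP1 luciferase reporter cells | Buffer or medium: Serum-containing F12 medium, 10% FBS | Schedule: 6 h compound exposure at 37 °C, 5% CO2 | Detection: Steady-Glo luciferase glow luminescence, 10 min after reagent addition | Read-out basis: Activation, % of tunicamycin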
CCR6 antag: CCR6 (human) receptor antagonism. CHO-K1 CCR6 PathHunter beta-arrestin, luminescence, CCL20-stimulated. AID 493098. P51684. inhibition, % at 20 µM. 340,000 compounds, 0.49% hits;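 active = compounds whose inhibition of the agonist-driven luminescence signal at 20 µM reaches about 50%, limit read from the data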;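 also: cells stimulated with CCL20 at 14 nM final; plate controls were DMSO with CCL20 for no effect and DMSO without agonist for full effect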
Target sequence (P51684 whole entry, looked up): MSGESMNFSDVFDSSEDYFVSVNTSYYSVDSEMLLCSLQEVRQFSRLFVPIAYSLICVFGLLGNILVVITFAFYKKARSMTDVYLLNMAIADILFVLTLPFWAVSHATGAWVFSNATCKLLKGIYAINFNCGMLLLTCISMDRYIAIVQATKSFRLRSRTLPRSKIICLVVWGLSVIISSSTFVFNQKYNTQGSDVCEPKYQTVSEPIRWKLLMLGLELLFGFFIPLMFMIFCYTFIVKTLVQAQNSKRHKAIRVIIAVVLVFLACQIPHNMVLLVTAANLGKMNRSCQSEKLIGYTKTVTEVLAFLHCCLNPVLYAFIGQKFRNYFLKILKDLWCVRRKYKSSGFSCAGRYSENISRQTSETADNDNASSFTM
APJ agonist: activates the human apelin receptor APJ. P35414. CHO-K1 APJ PathHunter beta-arrestin, luminescence; 0% DMSO wells, 100% apelin. activation, % at 20 µM. 330,000 compounds, 0.11% hits. AID 2520;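 active = activation more than six SD over the plate average, tested at 20 µM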;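 also: 0% = DMSO alone and 100% = apelin-13 at 10 nM; some results filed as inactive read as strong as hits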
Target sequence (P35414 whole entry, looked up): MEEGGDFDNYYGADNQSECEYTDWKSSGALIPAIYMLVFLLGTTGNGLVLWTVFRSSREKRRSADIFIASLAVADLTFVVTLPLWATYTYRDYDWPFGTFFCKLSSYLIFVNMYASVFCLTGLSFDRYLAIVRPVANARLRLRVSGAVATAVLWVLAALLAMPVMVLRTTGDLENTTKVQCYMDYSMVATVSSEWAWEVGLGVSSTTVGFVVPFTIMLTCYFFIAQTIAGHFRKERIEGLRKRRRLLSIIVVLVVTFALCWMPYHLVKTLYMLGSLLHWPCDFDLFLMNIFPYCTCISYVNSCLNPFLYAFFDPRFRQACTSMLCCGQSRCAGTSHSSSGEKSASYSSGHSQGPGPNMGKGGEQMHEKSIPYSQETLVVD
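Test system – PathHunter CHO-K1 APJ (AGTRL-1) beta-arrestin reporter cells · Input – 1000 cells/well · Compound – single test compound dose, 20 µM final, 1% DMSO · Times – compound stimulation 90 min at 25 °C, detection 60 min · Technique – beta-gal luminescence · Read-out basis – APJ–arrestin association signal · Control set – negative DMSO alone, positive Apelin-13 at 10 nM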
APJ antagonist: antagonists of human APJ apelin receptor | CHO-K1 APJ beta-arrestin complementation, luminescence | inhibition, % at 20 µM | 330,000 compounds, 0.32% hits | AID 2521;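 active = inhibition above about 40% at 20 µM, limit read from the data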;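 also: cells challenged with 10 nM apelin-13 agonist together with compound; plate controls were apelin-13 plus DMSO wells for no effect and DMSO wells lacking apelin-13 for full effect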
Mdm2-MdmX inh: human Mdm2/MdmX binding inhibition; O15151+Q00987; SaOS-2 split-luciferase Mdm2/MdmX complementation, luminescence; inhibition, % at 8 µM; 330,000 compounds, 3% hits; AID 485346;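 active = inhibition of at least 50% at 8 µM in the primary screen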
tim23-1 inh: tim23-1 yeast growth inhibition; S. cerevisiae tim23-1 growth, BacTiter-Glo luminescence, 24 h; inhibition, % at 20 µM; 330,000 compounds, 1.3% hits; AID 463212;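 active = growth inhibition of the mutant yeast at or above 50%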;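 also: temperature-sensitive mutant grown at 25 °C; plate controls were DMSO-treated mutant yeast for no effect and medium wells lacking yeast for full effect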
EBI2 antag: antagonists of human EBI2 receptor; P32249; EBI2 beta-arrestin recruitment, luminescence, 7a,25-OHC stimulated; inhibition, % at 5 µM; 360,000 compounds, 0.81% hits; in the data active = inhibition above about 38%;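 also: enzyme fragment complementation signal reports receptor beta-arrestin coupling in cells; 0% = agonist plus DMSO wells and 100% = wells without agonist; some results beyond the cut were filed as inactive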
Target sequence (P32249 whole entry, looked up, the tested form may be a part): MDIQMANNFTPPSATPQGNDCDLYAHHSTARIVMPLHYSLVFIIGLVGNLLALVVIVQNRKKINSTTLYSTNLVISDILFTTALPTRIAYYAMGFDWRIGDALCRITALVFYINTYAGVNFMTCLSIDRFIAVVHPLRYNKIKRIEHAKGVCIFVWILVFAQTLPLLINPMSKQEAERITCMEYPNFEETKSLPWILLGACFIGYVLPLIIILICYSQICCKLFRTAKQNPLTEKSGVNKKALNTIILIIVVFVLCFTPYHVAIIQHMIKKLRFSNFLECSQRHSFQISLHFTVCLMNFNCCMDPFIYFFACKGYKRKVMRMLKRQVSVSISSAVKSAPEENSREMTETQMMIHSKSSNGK
Numbers without * were called inactive; & = joins results of further samples. Some of the compounds tested, so the mix of outcomes need not match the whole.

SMILES	CHOP UPR activ	CXCR6 inh	UPR XBP1 act	CCR6 antag	APJ agonist	APJ antagonist	Mdm2-MdmX inh	tim23-1 inh	EBI2 antag
CCc1ccc(-c2nc(CN3CCCC(C(=O)O)C3)c(C)o2)cc1 (stereo unspecified)	1.1	-3	-1	6	-2	-33	10	9	-3
Cc1noc(C)c1CSc1nnc2n(-c3ccccc3)c(=O)c3ccccc3n12	1.8	0	1	19	-2	4	2	7	-3
CN(c1ccccc1)C(c1ccc(F)cc1)c1nnnn1CC1CCCO1 (stereo unspecified)	-1.0	5	0	12	-3	-5	-5	38	10
Cc1cc(C)c(C(=O)/C=C/C=C/c2ccccc2)c(=O)[nH]1	3.2	8	4	1	-4	1	28	21	-12
CCOC(=O)CC1C(=O)NCCN1S(=O)(=O)c1ccccc1Cl (stereo unspecified)	0.4	-7	0	1	6	-9	11	15	-9
O=C(CN1C(=O)NC2(CCCCCC2)C1=O)N1CCN(S(=O)(=O)c2ccc(Cl)cc2)CC1	-1.4	5	-4	3	-5	-22	13	1	-7
CNc1ccc(Br)cc(C(=O)/C=C/c2ccc3c(c2)OCO3)c1=O	0.6	10	-2	21	0	-37	-7	21	10
CC(=O)CC1(O)C(=O)N(CN2CCN(c3ccccc3)CC2)c2ccccc21 (stereo unspecified)	-1.5	5	0	-8	-2	-28	-7	10	-9
O=C(NC1CCCCCC1)C1c2ccccc2C(=O)N1Cc1ccco1 (stereo unspecified)	-2.1	3	-1	5	-7	23	7	17	4
CCN(CC)CC(=O)Nc1ccc2c(c1)N(C(=O)CN(CC)CC)c1ccccc1CC2	-2.4	-3	-4	4	0	8	45	-3	4
CCCCCCCCCC(=O)NNC(=O)c1c(O)c2ccccc2n(CCC)c1=O	0.0	-6	-2	10	0	-16	17	38	-2
CC(C(=O)NCCc1ccc(Cl)cc1)n1c(=O)c2cccn2c2cccnc21 (stereo unspecified)	1.8	5	-3	-4	13	4	-11	8	10
COc1ccc(-n2nc(C(=O)NCC(=O)NC(C)C)c3ccccc3c2=O)c(OC)c1	0.5	-4	1	6	-2	17	-4	12	0
CCc1nonc1NC(=O)c1oc2ccc(C)cc2c1C	1.9	5	3	14	-2	7	-61	-4	1
CCN(CC)S(=O)(=O)c1cccc(N2CC(O)=C(c3ccccc3)C2=N)c1	0.1	-2	-3	6	-2	-15	-9	9	-4
CC(=NNS(=O)(=O)c1cccc([N+](=O)[O-])c1)c1ccc(-n2ccnc2)cc1	-1.5	7	1	11	-1	3	6	-11	0
O=C(c1cccc(Cl)c1)N1CCC(N2CCC(C(=O)N3CCOCC3)CC2)CC1	-2.3	7	-1	-2	0	2	16	7	-3
COc1cc(/C=C2/C(=O)NN(c3ccc(C)c(Cl)c3)C2=O)cc([N+](=O)[O-])c1O	1.3	37	-8	42	-6	37	-9	3	5
COC(=O)C1=C(C)N(CC2CC2)C(=NCCN2CCOCC2)N[C@H]1c1ccccc1	0.2	0	-2	3	-4	-27	-15	7	-5
CCN1CCN(Cc2ccc(NC(=O)c3ccc(C)c(NC(=O)c4c[nH]c5cc(C(F)(F)F)ccc5c4=O)c3)cc2C(F)(F)F)CC1	68*	-14&-8	-2	6	1	-7	100*	6	-8&-2
CC(Nc1ccc(Cl)cc1)C(=O)NN (stereo unspecified)	0.8	-3	3	-1	-4	6	0	5	-6
O=C(c1cc([N+](=O)[O-])cc([N+](=O)[O-])c1)N1CCN(C(=O)c2ccco2)CC1	0.6	-15	-1	-4	4	-27	7	15	-11
Cn1c(=O)c2cc(S(=O)(=O)NCCC(=O)Nc3ccc(F)cc3F)ccc2n(C)c1=O	-0.1	0	-2	-9	-1	4	-32	2	-5
COc1ccccc1CNC(=O)c1cccc(S(=O)(=O)N2CCCC2)c1	1.0	10	1	7	5	5	-2	9	-6
Cc1cc[n+](-c2nc3ccccc3nc2C(=C=[N-])C#N)cc1	-1.0	-2	0	3	-1	-13	4	-2	-3

Part of the list above, set out differently.
compound: CCOC(=O)CC1C(=O)NCCN1S(=O)(=O)c1ccccc1Cl (stereo unspecified)
- CHOP UPR activ: 0.4
- CXCR6 inh: -7
- UPR XBP1 act: 0
- CCR6 antag: 1
- APJ agonist: 6
- APJ antagonist: -9
- Mdm2-MdmX inh: 11
- tim23-1 inh: 15
- EBI2 antag: -9
compound: O=C(CN1C(=O)NC2(CCCCCC2)C1=O)N1CCN(S(=O)(=O)c2ccc(Cl)cc2)CC1
- CHOP UPR activ: -1.4
- CXCR6 inh: 5
- UPR XBP1 act: -4
- CCR6 antag: 3
- APJ agonist: -5
- APJ antagonist: -22
- Mdm2-MdmX inh: 13
- tim23-1 inh: 1
- EBI2 antag: -7

Further structures follow.
SMILES	CHOP UPR activ	CXCR6 inh	UPR XBP1 act	CCR6 antag	APJ agonist	APJ antagonist	Mdm2-MdmX inh	tim23-1 inh	EBI2 antag
CCCOC(=O)c1ccc(NC(=O)c2cc(OC)c(OC)c(OC)c2Br)cc1	-1.6	4	-4	6	-2	-1	-2	31	21
O=C(NCC(=O)N1CCN(c2ccccc2)CC1)c1ccc(Br)o1	-0.1	-1	-4	12	-2	22	-2	5	-3
CC(C)(C)c1ccc(OCC(=O)Nc2ccncc2)c(Br)c1	3.9	-4	-3	-6	2	-2	39	31	-2
COc1ccc(C(=O)Nc2ccc(C3CC3(Cl)Cl)cc2)cc1 (stereo unspecified)	0.2	1	0	3	-1	8	-53	18	18
N#Cc1ccc(C(=O)Nc2cccc(S(=O)(=O)NC3=NCCC3)c2)cc1	-1.9	6	-2	11	-3	1	27	6	-15
CCCS(=O)(=O)N1CCN(C(=O)COc2ccc(-c3ccccc3)cc2)CC1	0.1	-4	0	8	-2	-9	26	18	22
CC(=O)Nc1ccc(CN2CCc3c([nH]c4ccccc34)C2C(C)(C)C)cc1 (stereo unspecified)	-0.9	4	-2	0	1	4	23	6	9
COc1ccc(-c2nn3c(C4CCCCC4)nnc3s2)cc1OC	2.4	0	7	14	-1	-2	12	30	-23
CCSc1nnc(NC(=O)CSc2nc3c(cc2C#N)CCCC3)s1	2.4	-1	2	17	-2	14	-64	12	-2
CCC1Oc2ccccc2N(CC(=O)NCCCN2CCN(c3ccc(OC)cc3)CC2)C1=O (stereo unspecified)	1.1	-3	1	4	3	17	5	5	-15
COc1ccc(NC(C)(C)c2nnnn2-c2c(C)cccc2C)cc1	-0.1	-2	-3	13	0	-13	-11	38	0
Cn1c(=O)c2c(nc(Br)n2CCSc2nc3ccccc3o2)n(C)c1=O	0.6	0	-1	6	1	1	13	21	-11
CN(Cc1ccccc1)C1CCNCC1	2.3	-9	0	-5	0	7	-10	-6	-16
O=C(OCC(=O)c1cccc2ccccc12)c1ccc(CO)cc1	7.1	-2	3	7	-3	-9	-49	39	3
OCC1(Cc2ccc(F)cc2)CCCN(Cc2ccc(F)cc2Cl)C1 (stereo unspecified)	-0.5	5	-4	-3	-3	-17	0	14	-4
CCn1nnnc1NCc1cccc(Cl)c1	-1.3	6	-1	8	3	-9	1	18	-5
CC(=O)Nc1ccc(NC(=O)CN(c2ccc(C34CC5CC(CC(C5)C3)C4)cc2)S(C)(=O)=O)cc1	5.7	-1	2	-6	6	-3	56*	8	-9
CCOCCCNC(=S)N1CCC(C(=O)c2ccc3c(c2)OCCO3)CC1	1.7	-3	-3	-1	2	-4	1	32	1
O=C(CCc1nnc2ccc(NCCCN3CCCC3=O)nn12)NCc1ccccc1Cl	1.5	7	0	11	2	-7	13	-8	-5
O=C(c1csc(Nc2cccc3ccccc23)n1)N1CCCC1	0.1	-12	1	-9	1	-32	28	14	-15
COc1ccccc1CNC(=O)c1ccc(CS(=O)(=O)c2ccccc2C)o1	-0.5	0	-4	5	5	3	-20	-1	7
COc1cc(-c2noc(CCCC(=O)NC3CCCCC3)n2)cc(OC)c1OC	0.2	1	-2	17	-4	-1	-15	14	-4
CCN(CC)CCNC(=O)CNC(=O)c1nn(-c2ccc(OC)cc2OC)c(=O)c2ccccc12	-1.5	-1	3	8	-4	-1	-10	2	-6
Cc1cc(N/N=C/c2ccc3c(c2)OCO3)nc2ccccc12	3.4	0	5	0	-3	13	-111	-1	-3
COc1cccc(C(=O)Nc2nc3ccccc3s2)c1	1.7	7	-2	-1	-3	-18	-239	36	5

Carrying on.
SMILES	CHOP UPR activ	CXCR6 inh	UPR XBP1 act	CCR6 antag	APJ agonist	APJ antagonist	Mdm2-MdmX inh	tim23-1 inh	EBI2 antag
COc1ccc(N2CCN(C(=O)c3cccc(S(=O)(=O)N4CCc5ccccc54)c3)CC2)cc1	0.0	-2	-2	6	-2	-4	-7	13	4
OC1NC(=S)N(c2ccccc2)C1O (stereo unspecified)	1.2	-2	-1	0	-3	-1	-13	4	8
O=C(CCn1c2c(c3ccccc31)CCCC2)NNC(=O)c1ccc(Cl)c([N+](=O)[O-])c1	-0.4	-2	-2	21	-3	7	32	-4	14
Cc1onc(-c2ccccc2Cl)c1C(=O)N(C)Cc1ccccc1	0.4	7	-3	13	-1	7	-11	17	4
Cc1ccc(-n2ncc3c2CCCC3NC(=O)CCCN2CCCC2=O)cc1C (stereo unspecified)	0.3	-8	0	13	-3	-2	3	-9	4
O=C(CC1C(=O)NCCN1C(=O)Nc1ccccc1)Nc1cccc(C(F)(F)F)c1 (stereo unspecified)	0.0	12	1	3	-2	-6	17	4	6
O=C(Nc1ccc2c(c1)OCO2)C1CC1	3.2	-5	4	9	-5	-10	-6	7	-5
COc1ccccc1/C=N/NC(=O)CCSc1ccccc1	0.4	-1	3	4	0	-11	7	31	-6
O=C(Nc1ccccc1F)Nc1ccccc1N1CCCCC1	2.0	8	0	16	2	6	9	44	53*
O=C1C=CN(Cc2ccccc2)CC1	-0.5	0	3	6	0	3	5	10	-4
CC(=O)CC(C)=NCCN=C(C)CC(C)=O	0.5	4	-2	13	-1	-22	-30	13	-4
O=C(NCc1nnc(SCC(=O)N2CCCC2)o1)c1ccccc1	-0.6	2	-3	-10	0	3	4	11	-8
COc1ccc(/C(N)=N/OC(=O)Cc2ccccc2)cc1	5.2	0	4	5	0	3	-121	22	-5
O=C(CCC(=O)Nc1ccccc1)N/N=C/c1ccncc1	-0.2	8	-2	3	-4	11	0	-2	3
Cc1ccsc1C(=O)Nc1cc(C(C)(C)C)nn1-c1ccccc1	-2.0	7	-2	0	-4	19	17	32	-2
CCOC(=O)N1CCN(C(=O)COc2cccc3c2CCN(Cc2cccc(C)c2)C3=O)CC1	-1.1	-5	1	2	0	5	7	8	3
Cc1cc2c(c(=O)o1)C1(C(=O)N(CC(=O)O)c3ccccc31)C(C#N)=C(N)O2 (stereo unspecified)	-1.0	-5	-4	2	6	13	-9	-10	-1
COCCN=C1NN=C(c2cc(C)n(CC3CCCO3)c2C)CS1 (stereo unspecified)	-1.8	9	-6	1	-5	19	33	-8	-6
CCN(CC)S(=O)(=O)c1ccc(C)c(NC(=S)NNC(=O)C2CC2)c1	-0.6	8	2	6	-6	11	3	17	-3

High-throughput results deposited in PubChem by Sanford-Burnham Center for Chemical Genomics.
